Screening data deposited in PubChem by National Center for Advancing Translational Sciences (NCATS).
USP2a inh: blocks human ubiquitin-specific protease USP2a; O75604; USP2 core, Ub-CHOP2 coupled fluorogenic reporter, 485/531; Potency, µM (series often up to 38.3 µM), inactives show at the highest dose activity change, negative = inhibition, hits mostly inhibitors; 330,000 tested, 0.01% active; AID 463254;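 note: potency is the fitted concentration of half-maximal effect; plate controls were DMSO wells for no effect and full inhibition by NEM control for full effect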
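USP2 core (10nM final) preincubated 30min RT with compound in 20mM Tris-HCl pH 8.0, 2mM CaCl2, 2mM beta-mercaptoethanol, 0.05% CHAPS; 25nM Ub-CHOP2 plus 25nM reporter substrate added, fluorescence (Ex485/Em531) read after 60min.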
TRPV1 ag: activates the human vanilloid receptor TRPV1. 320,000 tested, 0.19% active. TRPV1-expressing cells, Fluo-8 calcium influx, agonist mode. Q8NER1. activation, % at 8.33 µM; in the data active = activation above about 80%; inconclusive = between about 30% and that limit; note: 0% is about no effect
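Cells expressing TRPV1 were dye-loaded with Fluo-8 and read kinetically: 10 s baseline, 3 min after compound (agonist portion), then 2 min after EC20 capsaicin (allosteric enhancer portion). Calcium-bound dye fluorescence at 480/520 nm.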
KCNH2 3.1 inh: KCNH2 3.1 (human) potassium channel inhibition | U2OS KCNH2 3.1, thallium flux FluxOr; stronger effect = lower value | activity change, % (tested at about 1.8 µM) | 340,000 tested, 0.95% active;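 active = maximum activity change below -70%; inconclusive = maximum activity change from -70% to -50%; inactive = maximum activity change above -50%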;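 note: thallium influx rate constant from kinetic fluorescence after stimulation buffer; % is set by controls: 0 for no effect and ±100 for the full control effect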
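Kinetic fluorescence (2 min after stimulation buffer) measures Tl+ influx through KCNH2 3.1 expressed by viral transduction in U2OS cells; the rate constant is normalized against DMSO controls serving as positive and negative references.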
KCNH2 WT inh: inhibitors of human wildtype KCNH2 potassium channel; 340,000 tested, 0.37% active; Q12809; activity change, % at 1.84 µM; U2OS, BacMam KCNH2, thallium flux FluxOr; stronger effect = lower value; AID 720551;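 active = maximum activity change below -70%; inconclusive = maximum activity change between -70% and -50%; inactive = maximum activity change above -50%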; note: % is set by controls: 0 for no effect and ±100 for the full control effect
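U2OS cells were transduced with wild-type KCNH2 virus (2.03 x 10^8 / mL) for 4 h at room temperature, then cultured overnight at 37 C. Thallium flux was read with FluxOr dye. Rate constants were normalized to DMSO controls.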
A-T KAP1 phos: potential ataxia-telangiectasia treatments restoring KAP-1 phosphorylation; […] A-T fibroblasts, KAP-1 phosphorylation AlphaLISA; neocarzinostatin DNA damage 30 min before lysis; 320,000 tested, 0.19% active; Potency, µM (doses to about 57.5 µM), without a hit: at the top dose activation, usual class: activators; note: potency is the fitted concentration of half-maximal effect; % of control where 0% means no effect; nearly all actives have a fitted effect of over 45% in size
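hTERT-immortalized A-T patient fibroblasts ([…]), 500 cells/well in OPTI-MEM, 1% FBS, got compounds for 60 min, then NCS for 30 min at 37C. Lysates were then assayed for phospho-KAP-1 by AlphaLISA (anti-pKAP1 donor, anti-KAP1 acceptor beads), 6 hr at 25C.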
Mito fusion act: mitochondrial division inhibition or fusion activation; S. cerevisiae fusion-defective mutant growth rescue, CellTiterGlo 48 h; AID 485298; Potency, µM (titrated, usually from 46.1 µM), for the others: at the highest dose growth rescue (activation), hits mostly activators; 320,000 tested, 0.23% active;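 note: potency is the fitted concentration of half-maximal effect; % of control where 0% means no effect; nearly all actives have a fitted effect of over 45% in size; temperature-sensitive fusion mutants such as fzo1-1 at 37 °C on non-fermentable ethanol glycerol medium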
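Compounds are tested for their ability to restore growth of mitochondrial fusion-defective yeast strains at non-permissive 37C in YPEG medium over 48 hours. Viability is quantified by luciferase luminescence.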
Eya2 phos inh: blocks the phosphatase activity of human Eya2; recombinant Eya2, OMFP fluorescence dephosphorylation (OMFP is methylfluorescein phosphate); Potency, µM (doses to about 76.9 µM), for inactives: at the top dose activity, negative = inhibition, actives largely listed as inhibitors; 330,000 tested, 0.006% active; note: potency is the fitted concentration of half-maximal effect; % is set by controls: 0 for no effect and ±100 for the full control effect
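Eya2 (0.2 uM) preincubated 10 min at ambient with compound, then OMFP substrate added at 50 uM; 10 min reaction in 50 mM HEPES pH 7.5, 50 mM NaCl, 5 uM MgCl2, 0.05% BSA, 1 mM DTT. Fluorescence read at Ex 485/Em 525 nm.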
ELG1 DNA repair: ELG1-dependent DNA repair inhibition; HEK293T ELG1-luciferase reporter, luminescence, 16 h; DNA damage induced by 5-fluorouridine; Potency, µM (doses to about 46.1 µM), without a hit: at the top dose activity change, negative = inhibition, actives largely listed as inhibitors; 330,000 tested, 2.3% active; AID 504467; note: potency is the fitted concentration of half-maximal effect; % is set by controls: 0 for no effect and ±100 for the full control effect; nearly all actives have a fitted effect of over 55% in size
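HEK293T cells expressing luciferase-tagged ELG1 (2,000/well) received 5-Fluorouridine plus compound or DMSO for 16 hr at 37 °C. Luciferase was read by ONE-Glo luminescence after 30 min at room temperature.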
TSHR antag: human thyrotropin receptor antagonism. P16473. TSHR-expressing cells, TSH-stimulated cAMP HTRF, 2 h; stronger effect = lower value. activity change, negative = inhibition, % at 11.5 µM. 330,000 tested, 0.2% active. AID 504810;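 active = activity change below a set negative limit, meaning inhibition stronger than a set level, cut at about -70% in these data; inconclusive = activity change between two set negative limits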; note: % is set by controls: 0 for no effect and ±100 for the full control effect
Target sequence (P16473 whole entry, looked up): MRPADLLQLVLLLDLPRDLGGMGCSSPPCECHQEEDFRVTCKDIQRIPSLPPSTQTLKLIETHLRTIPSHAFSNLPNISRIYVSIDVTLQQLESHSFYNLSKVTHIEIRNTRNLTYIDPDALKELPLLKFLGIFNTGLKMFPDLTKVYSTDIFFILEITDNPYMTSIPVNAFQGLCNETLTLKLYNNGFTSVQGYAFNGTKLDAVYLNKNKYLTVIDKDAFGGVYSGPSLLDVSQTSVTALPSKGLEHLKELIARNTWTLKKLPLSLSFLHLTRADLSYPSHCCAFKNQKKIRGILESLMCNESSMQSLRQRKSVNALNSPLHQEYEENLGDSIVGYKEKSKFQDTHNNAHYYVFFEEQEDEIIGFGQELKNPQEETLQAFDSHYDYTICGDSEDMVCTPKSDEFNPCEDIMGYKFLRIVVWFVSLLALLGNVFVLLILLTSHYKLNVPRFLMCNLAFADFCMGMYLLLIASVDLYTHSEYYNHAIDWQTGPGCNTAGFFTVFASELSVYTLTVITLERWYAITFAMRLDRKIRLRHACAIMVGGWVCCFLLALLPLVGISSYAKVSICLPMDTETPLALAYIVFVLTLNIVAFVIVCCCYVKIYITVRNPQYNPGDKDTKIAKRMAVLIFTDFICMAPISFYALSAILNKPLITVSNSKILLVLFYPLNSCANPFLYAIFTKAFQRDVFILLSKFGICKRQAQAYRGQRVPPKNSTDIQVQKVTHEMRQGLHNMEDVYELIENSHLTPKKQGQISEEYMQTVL
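Freshly harvested TSHR cells receive pin-tooled compound, then EC80 TSH at 4nM final. After 2 hours at 37 deg C, antibody in lysis buffer and cAMP-d2 are added; 30 minutes at ambient temperature precede the HTRF read.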
TCR activator: activators of T cell receptors. primary human leukocytes, anti-CD3, IL-2 HTRF, 48 h. AID 504894. Potency, µM (doses to about 9.22 µM), inactives show at the highest dose activation of IL-2 secretion, most hits filed as activators. 330,000 tested, under 10 active; note: % of control where 0% means no effect
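HTRF read-out of IL-2 secretion: europium cryptate donor excited at 320nm, d2 acceptor emission at 665nm. Cells were primary human leukocytes incubated 48 hr with compounds and a-CD3 beads, supplying TCR signal only.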
Numbers without * were called inactive; ? = inconclusive; . = no result given; [ ] = dose if it differs, or a comment. Unless noted, calls come from the whole dose curve; as a rule, active = well fitted curve in the direction sought with a large enough effect; inconclusive = small, poorly fitted or top-dose-only effect, or another doubt; inactive = no such curve, though single readings can be large; an effect the other way counts as inactive or inconclusive.

SMILES | USP2a inh | TRPV1 ag | KCNH2 3.1 inh | KCNH2 WT inh | A-T KAP1 phos | Mito fusion act | Eya2 phos inh | ELG1 DNA repair | TSHR antag | TCR activator
CCOC(=O)c1nnc(-c2ccccc2)nc1N1CC(C)OC(C)C1 (stereo not drawn) | 2% | ? | -17 | -1 | 13% | 1% | 11% | 0% | 25 | 2%
Cc1ccc(C(C(=O)NCc2ccc(F)cc2)N(CCCO)C(=O)C2COc3ccccc3O2)o1 (stereo not drawn) | 10% | 3 | 10 | 10 | 1% | -2% | -3% | -18% | 24 | -45%
CCOc1ccc(CN(C)CC(=O)Nc2cc(OC)c([N+](=O)[O-])cc2C)cc1 | -6% | 0 | -36 | 5 | 9% | 1% | -3% | ? | 35 | 5%[46.1 µM]
O=C(CSCc1ccccc1)Nc1ccccc1 | 0% | 2 | 4 | 1 | 30% | 2% | 10% | ? | 0 | 0%
C/C(=N/OC(=O)C1CC1)c1cc(-c2ccc(Cl)cc2)no1 | 0% | 0 | 1 | -25 | 8% | 15% | -4% | ? | -12 | 5%
CCOc1ccccc1NC(=O)C1CCN(S(C)(=O)=O)CC1 | -2% | 0 | -1 | -4 | 16% | -3% | -18% | 8% | 26 | 6%
S=C(NC1CC1)SCc1ccco1 | -1% | 1 | 9 | -14 | 9% | -3% | 3% | -2% | 6 | -15%
CCOC(=O)c1nnn(-c2ccccc2C#N)c1C | 0% | -1 | 2 | 8 | 6% | 2% | 3% | -1% | -13 | 3%
CCOC(=O)c1cnc2c(C)cc(C)cc2c1NCCCN1CCOCC1 | 2% | 4 | -7 | 4 | -6% | 1% | 1% | ? | -5 | -6%
O=C(CSc1nnnn1C1CCCCC1)Nc1nc2c(s1)CCCC2 | . | 2 | 1 | -10 | . | ? | . | . | . | 3%
Cc1cc(OC(C)C(=O)NCCCN2CCOCC2)c2c(C)cc(=O)oc2c1 (stereo not drawn) | 2% | -3 | 13 | -10 | -11% | 1% | 0% | 18% | 3 | 3%
O=C1c2cccc(OCC(=O)N3CCCc4ccccc43)c2CCN1Cc1ccccc1 | -8% | 16 | 10 | 16 | 8% | ? | -7% | ? | 14 | -1%[46.1 µM]

Gathered by group: those above containing a halogen (2)
SMILES | USP2a inh | TRPV1 ag | KCNH2 3.1 inh | KCNH2 WT inh | A-T KAP1 phos | Mito fusion act | Eya2 phos inh | ELG1 DNA repair | TSHR antag | TCR activator
Cc1ccc(C(C(=O)NCc2ccc(F)cc2)N(CCCO)C(=O)C2COc3ccccc3O2)o1 (stereo not drawn) | 10% | 3 | 10 | 10 | 1% | -2% | -3% | -18% | 24 | -45%
C/C(=N/OC(=O)C1CC1)c1cc(-c2ccc(Cl)cc2)no1 | 0% | 0 | 1 | -25 | 8% | 15% | -4% | ? | -12 | 5%

New compounds follow:
SMILES | USP2a inh | TRPV1 ag | KCNH2 3.1 inh | KCNH2 WT inh | A-T KAP1 phos | Mito fusion act | Eya2 phos inh | ELG1 DNA repair | TSHR antag | TCR activator
CC(=O)c1ccc(NC(=O)C2C3C=CC(C3=C(c3ccccc3)c3ccccc3)C2C(=O)O)cc1 (stereo not drawn) | 3% | -6 | -4 | -6 | -4% | 0% | 23% | -1% | -2 | -3%
CCN(CC)CCn1c(=N)n(CC(O)COc2ccccc2)c2ccccc21 (stereo not drawn) | 0% | 5 | -9 | 47 | -8% | -2% | -16% | ? | 3 | -2%
O=C(/C=C/c1ccccc1[N+](=O)[O-])NCCCn1ccnc1 | 0% | -1 | -14 | 6 | -4% | 7% | 13% | 11% | -9 | 2%
COc1ccccc1C(=O)Nc1ccc(S(=O)(=O)N2CCCCC2c2cccnc2)cc1 (stereo not drawn) | -11% | . | 2 | 3 | 4% | 13% | -7% | 23µM* | 0 | -7%
COc1ccc(N(CC(=O)Nc2ccc(C)c(F)c2)S(=O)(=O)c2c(C)noc2C)cc1 | -2% | 1 | 3 | -3 | -8% | -5% | -3% | -7% | -3 | -3%
COc1ccc(C(=O)CSc2nnc(-c3cc4ccccc4cc3O)n2Cc2ccco2)cc1 | -19% | -5 | -19 | 14 | 1% | ? | -8% | ? | 9 | 0%
CC(=O)Nc1ccc(NC(=O)C(C)OC(=O)CCc2nc3ccccc3s2)cc1 (stereo not drawn) | 2% | 2 | -6 | -5 | -1% | 0% | -1% | 13% | 10 | 1%
O=S(=O)(Nc1nc2ccccc2s1)c1ccc(Cl)nc1 | -3% | -1 | -8 | 11 | 3% | 8% | 12% | ? | -5 | -9%
Cc1ccc2c(c1)N(CC(=O)N1CCN(C3CCCCC3)CC1)C(=O)CO2 | 2% | -1 | 6 | 0 | 3% | -1% | -1% | -12% | -3 | -3%
COc1ccc(C(C)=O)cc1COC(=O)c1cc(=O)c2ccccc2o1 | 1% | 0 | -14 | 0 | 9% | 7% | 5% | 11% | 7 | 0%
COc1cccc(NC(=O)C(NCCC(C)C)c2ccccc2)c1 (stereo not drawn) | 0% | 25 | -9 | 8 | . | 6% | -38% | 14% | -9 | 3%
Cc1ccc(CNC(=O)C(=O)NCC2OCCN2C(=O)c2ccc3c(c2)OCO3)cc1 (stereo not drawn) | 3% | -3 | 8 | 0 | 4% | -1% | -13% | -7% | -2 | -2%
CC1CCN(S(=O)(=O)c2ccc(NC(=O)[C@@H]3CCCC[C@@H]3C(=O)O)cc2)CC1 | 1% | -1 | 1 | -3 | 7% | 9% | -6% | 2% | . | -10%
COc1ccc(C2CC(=O)C(C=NCCN3CCN(C(=S)Nc4ccccc4)CC3)=C(O)C2)cc1OC (stereo not drawn) | 0% | -3 | 4 | 1 | -1% | -4% | -12% | -4% | 3 | -1%
Cc1ccc(C)n1-c1ccc(C(=O)Nc2ccccc2F)cc1 | 2% | 0 | -9 | 1 | 1% | -3% | 7% | ? | 14 | -2%
O=C(c1ccco1)N1CCC(N2CCN(c3ccccc3)CC2)CC1 | 7% | -1 | -11 | 8 | -3% | 4% | -6% | 0% | 0 | 2%
COc1cc(C(=O)Nc2nnc(CC(=O)NCc3ccccc3)s2)cc(OC)c1OC | 0% | -7 | -3 | 4 | -2% | 0% | 3% | -5% | 0 | -5%
CCOC(=O)c1sc(NC(=O)CCN2CCCCCC2)c(C(=O)OCC)c1C | 5% | 5 | . | -25 | -1% | -1% | -15% | 11% | -30 | 3%
CCOC(=O)N1CCN(c2c(NCCOC)c(=O)c2=O)CC1 | 0% | -3 | -6 | 0 | 9% | -5% | 27% | 13% | 22 | 4%
COc1cc(C(c2c(C)[nH][nH]c2=O)c2c(C)[nH][nH]c2=O)ccc1OCc1ccc([N+](=O)[O-])cc1 | ? | 0 | -14 | 16 | 3% | 0% | 17% | ? | -11 | 1%
O=C(COC(=O)c1ccccc1C(=O)c1ccc(Cl)cc1)NCCc1ccccc1 | -5% | 26 | -72* | -10 | 16% | ? | -1% | ? | 2 | -1%[46.1 µM]
COc1ccc(NC(=O)C23CCC(C)(C(=O)O2)C3(C)C)cc1 (stereo not drawn) | 1% | 4 | 4 | 3 | 5% | 1% | -7% | 4% | 1 | -1%
Cc1ccc(OCC(=O)Nc2cnn(CCCC(=O)O)c2)c([N+](=O)[O-])c1 | 3% | 2 | -10 | 3 | -2% | -5% | -21% | 0% | 0 | -4%
CC(C)CC(=O)N/C(N)=N/c1nc2ccccc2s1 | 6% | 29 | -35 | -2 | . | 23% | -27% | ? | -20 | 3%
Cc1ccc(C(=O)N/N=C/C=C/c2ccccc2)o1 | -3% | ? | 2 | -5 | -3% | -7%[9.22 µM] | 12% | ? | 10 | 3%
CCn1c(=N)n(CC(O)c2ccco2)c2ccccc21 (stereo not drawn) | -1% | -3 | ? | 35 | 12% | -1% | -9% | 11% | 14 | -3%
C=CCn1c(SCC(=O)Nc2ccccc2OC)nc(O)c(CC)c1=O | -1% | -6 | 5 | -17 | 6% | 0% | -1% | -1% | -2 | 5%
COc1ccc(OC)c(S(=O)(=O)CC(O)CS(=O)(=O)c2ccccc2)c1 (stereo not drawn) | 0% | 0 | -18 | -27 | 6% | 0% | -5% | 12% | 1 | -44%
COc1cc(/C=N/N2CCN(C3c4ccccc4-c4ccccc43)CC2)cc(OC)c1O | 3% | 1 | -13 | -6 | 1% | 9% | -5% | 2% | 3 | -1%
COc1ccc(N2CCN(c3cc(C)nc4ccc(OC)cc34)CC2)cc1 | -1% | 25 | -26 | 2 | 1% | -20% | -5% | 13µM* | -2 | -3%
COc1ccc(F)cc1Cn1nc(C(=O)O)c2ccccc2c1=O | 2% | -2 | -10 | -8 | 5% | 1% | 15% | ? | 11 | 1%
CC1(c2ccc(Cl)cc2)NC(=O)CS1 (stereo not drawn) | 1% | -5 | 17 | 3 | 3% | 11% | -5% | -2% | -22 | 0%
CCOC(=O)N1CCN(C(=O)c2cccn3c(=O)c4sccc4nc23)CC1 | -1% | 2 | -1 | 9 | -2% | -4% | -3% | 12% | 6 | 1%

Only part of the results is shown; count on the stated rates, not on these rows.
